# Screening results from PubChem.
# S100A4 inh HTS: blocks human S100A4 binding to myosin IIA peptide. P26447. AID 652163. S100A4/TAMRA-MyoIIA peptide fluorescence polarization. 0.14% of 360,000 active. inhibition, % at 10.7 µM;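 active = mean inhibition of at least 70% across replicates, with every replicate also reaching that level; inconclusive = mean inhibition reaches 70% but some replicates fall short; inactive = mean inhibition below 70%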
# Target sequence (P26447 whole entry, looked up): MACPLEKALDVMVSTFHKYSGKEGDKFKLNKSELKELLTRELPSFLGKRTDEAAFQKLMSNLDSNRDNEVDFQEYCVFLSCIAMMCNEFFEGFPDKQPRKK
#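 Material: S100A4 monomer protein / Buffer or medium: 50 mM HEPES pH 7.2, 10 mM CaCl2, 100 mM KCl / Times: 5 min incubation before reading / Benchmarks: neutral control DMSO, positive control TFP / Reagent: labelled myosin peptide probe, 5 nM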
# LGR2 antag: blocks bursicon-induced cAMP signaling via Drosophila LGR2; HEK293 LGR2, CRE-luciferase, bursicon-stimulated, 4 h; inhibition, % at 9.99 µM; 0.35% of 380,000 active;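 active = drop in luminescence signal, shown as inhibition above about 50% in the replicate tests, limit read from the data, passing the limit was not always enough; inconclusive = probably only some replicates passing the limit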;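 note: agonist challenge used bursicon conditioned medium at about half maximal strength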
# ERAP1 inh: blocks human ERAP1 aminopeptidase activity | recombinant ERAP1, Leu-AMC fluorescence, 60 min | inhibition, % at 10.7 µM | 0.15% of 340,000 active | AID 652197;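 active = mean replicate inhibition of at least 30%, or all replicates individually reaching that 30% level; inactive = mean below 30% and not every replicate reaching it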;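 note: 0% = neutral control wells and 100% = L-leucinethiol positive control wells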
# XiGFP reactiv: activators of X-chromosome reactivation in mouse fibroblasts | XiGFP mouse fibroblasts, % GFP-positive cells imaging, 3 d; cells co-treated with 5-aza-dC sensitizer; scaled so ellipticine positive control = 100% | activation, % at 7.58 µM | 0.055% of 360,000 active;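 active = mean normalized replicate activation at least 10% and every replicate at or above 10%; inconclusive = only one of the two criteria met; inactive = mean below 10% and not all replicates reach 10%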;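 note: 0% = median of on-plate neutral control wells and 100% = ellipticine 6 µM median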
#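 System: SV40-immortalized XiGFP fibroblast cells, line 68-5-11 / Incubation: 3-day compound exposure, then 15 min fixation at room temperature / Compound: single concentration per compound, delivered by pin transfer / Buffer or medium: DMEM plus 5-aza-dC sensitizer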
# PGC1a acetyl inh: lowers PGC1a acetylation signal in U2OS cells; AlphaScreen anti-acetyl-lysine; with virally co-expressed GCN5 acetyltransferase; inhibition, % at 15.6 µM; 0.17% of 350,000 active;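 active = every replicate shows inhibition of at least 40%; inconclusive = mean inhibition at least 40% but some replicate below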;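 note: 0% = neutral control wells and 100% = positive control wells; some results beyond the cut were filed as inactive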
# Cneo AK release: Cryptococcus neoformans lysis via adenylate kinase release | C. neoformans lysis, adenylate kinase release luminescence, 4 h; normalised: neutral wells 0, clomiphene wells 100 | lysis activity, % at 15 µM | 0.2% of 360,000 active | AID 651654;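 active = mean lysis activity across replicates of at least 80%, whatever share of replicates individually reach that level; inactive = mean lysis activity below 80%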
#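 Material – Cryptococcus neoformans yeast cells · Quantity – 5 × 10^6 yeast cells/mL · Buffer or medium – YPD medium · Compound – single dose · Timing – 4 h static compound exposure, 37 °C, read 1 h post-reagent · Signal – adenylate kinase release luminescence · Read-out basis – lysis from increased AK signal · Benchmarks – Clomiphene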
# SIRT5 inh: inhibitors of human sirtuin-5 desuccinylase; inhibition, % at 15 µM; Purified SirT5, succinyl-peptide AMC, trypsin-coupled fluorescence; 1.1% of 330,000 active; in the data active = inhibition above about 15%; inconclusive = no clear call, values can overlap the other calls
# Target sequence (Q9NXA8 whole entry, looked up): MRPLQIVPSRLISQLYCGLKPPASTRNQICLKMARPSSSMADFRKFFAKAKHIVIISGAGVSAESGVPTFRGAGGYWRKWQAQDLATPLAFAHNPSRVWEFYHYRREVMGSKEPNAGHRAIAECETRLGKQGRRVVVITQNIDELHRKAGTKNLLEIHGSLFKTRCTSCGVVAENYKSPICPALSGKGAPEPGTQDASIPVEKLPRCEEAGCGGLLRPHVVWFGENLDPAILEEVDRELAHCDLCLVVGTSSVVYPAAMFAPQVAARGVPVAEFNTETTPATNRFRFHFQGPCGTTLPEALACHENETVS
# C2C12 statin: suppression of simvastatin myotoxicity. rescue of ATP level, % at 7.49 µM. AID 602340. C2C12 myotubes + simvastatin, ATP luminescence, 48 h; scaled: DMSO 0, geranylgeraniol control 100. 0.78% of 330,000 active;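 active = mean ATP rescue above about 67%, or every replicate alone reaching that limit, limit read from the data, passing the limit was not always enough; inconclusive = no clear call, values can overlap the other calls; inactive = mean under the limit and some replicate under it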;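 note: myotubes were challenged with 10 µM simvastatin during compound exposure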
# The depositor's hits bear a star; ? = inconclusive; . = no result given; & = joins results of further samples. A portion of the library, so the mix of outcomes need not match the whole.
# Order of values – S100A4 inh HTS, LGR2 antag, ERAP1 inh, XiGFP reactiv, PGC1a acetyl inh, Cneo AK release, SIRT5 inh, C2C12 statin
> COCC(=O)N(C)C[C@@H]1Oc2cc(C#Cc3cccnc3)ccc2S(=O)(=O)N([C@H](C)CO)C[C@H]1C
    10, 2, -4, 0.6, 5, 3, -3, 18
> COc1ccc2oc(=O)c(C(=O)NCc3ccco3)cc2c1
    5, 2, -35, -0.1, 4, 0, -5, -3
> CN1c2ccc(-c3ccccc3)cc2[C@H]2[C@H](CCN2C(=O)Cc2ccccc2)[C@H]1CO
    -5, 7, 0, 0.2, -15, 3, 11, 47
> Cc1nn(Cc2ccc(Cl)c(Cl)c2)c(C)c1NC(=O)c1noc2c1CCCCC2
    ., 14, ., ., -2, 1, ., 16
> OC(CN1CCN(c2ncc(C(F)(F)F)cc2Cl)CC1)c1ccccc1 (stereo not drawn)
    -4, 9, -4, 0.1, 2, -2, 0, -1
> CC(C)(C)c1ccc(NC(=O)C2CCCN(c3cnccn3)C2)cc1 (stereo not drawn)
    1, 3, 3, 0.0, ., -26, 4, -65
> Cn1c(CNC(=O)OC(C)(C)C)nnc1SCC(=O)N1CCOCC1
    -2, -8, -1, 0.4, ., ., 1, .
> O=C(N/N=C/c1ccc([N+](=O)[O-])o1)c1cccc(S(=O)(=O)N2CCOCC2)c1
    -2, 8, -2, -0.1, ., ., -1, .
> CC(c1ccccc1)n1c(SCC(=O)Nc2ccccc2)n[nH]c1=O (stereo not drawn)
    -3, 19, 2, 0.1, 8, -4, -2, 0
> CCCOc1cc(CN2CCCCC2)cc(C(C)=O)c1
    ., -35, ., ., 2, 2, ., 5
> C[C@H]1CN([C@@H](C)CO)C(=O)c2cc(C#CCN(C)C)cnc2O[C@@H]1CN(C)Cc1cccc(C(=O)O)c1
    13, 1, 0, 0.1, -2, 0, ., -4
> O=C(CN1CCN(Cc2ccc(F)cc2)CC1)NCCc1ccccc1
    -4, 1, -3, 0.0, -10, -5, 0, -2
> O=C(Nc1ccc(-c2csc(Nc3cccc(C(F)(F)F)c3)n2)cc1)c1cccc(C(F)(F)F)c1
    -3, ., 2, -0.1, -4, 0, 3, -22
> CC(C)(C)NC(=O)/C(=C\c1ccco1)NC(=O)c1ccco1
    -1, 13, 0, 0.0, -6, -1, 1, 20
> C[C@H]1CN([C@@H](C)CO)C(=O)c2cc(NC(=O)Nc3ccc(C(F)(F)F)cc3)ccc2O[C@H]1CN(C)S(C)(=O)=O
    1, -11, -3, -1.2, -3, 0, 1, 37
> O=C1CCCCCCCN1Cc1ccccc1
    -2, 8, -4, -0.1, ., ., 5, .
> C/C(=N\NC(=O)c1cccs1)c1ccc2ccccc2c1
    1, -17, 0, 0.2, -2, 0, -3, -46
> COc1ccc(-n2ccn3c(CCC(=O)N4CCN(c5cccc(C)c5C)CC4)nnc3c2=O)cc1
    2, 11, 0, 0.0, -1, -1, -5, 9
> CCOc1ccc(S(=O)(=O)N2CCN(C(=O)c3cc4ccccc4o3)CC2)cc1
    3, 7, -1, 0.0, -14, -2, 1, 6
> C[C@H](CO)N1C[C@H](C)[C@H](CN(C)Cc2ccc(C(=O)O)cc2)Oc2ccc(NC(=O)Nc3ccc(F)cc3)cc2C1=O
    -14, 9, -1, -0.6, 9, 1, -1, -10
> O=C(Nc1ccccc1N1CCOCC1)c1ccncc1
    -2, 10, -2, 0.0, 9, 1, 0, 12
> Cc1cccc(N(C)C(=O)CCS(=O)(=O)c2cc3c(cc2Cl)NC(=O)CO3)c1
    0, -5, -1, 0.1, 10, 0, 1, -17
> C[C@H](CO)N1C[C@H](C)[C@H](CN(C)C(=O)C2CCCCC2)OCCCC[C@H](C)Oc2ccc(NC(=O)Cc3ccccc3)cc2C1=O
    7, 10, 1, 0.0, 30, -2, 7, 55
> Cc1ccc(C)c(C(=O)OCC(=O)Nc2cccc(S(=O)(=O)NC3=NCCCCC3)c2)c1
    -6, 14, -3, 0.0, -29, 0, -10, .
> CCCNC(=O)Nc1ccc2c(c1)C(=O)N(C)C[C@@H](OC)[C@H](C)CN(CCC(F)(F)F)[C@H](C)CO2
    ., -4, ., 0.1, 4, ., ., -4
> COc1ccccc1CNC(=O)C1CCN(S(=O)(=O)c2ccc(-n3cnnn3)cc2)CC1
    2, -12, 1, 0.1, 15, -3, 2, 3
> CC1=C(C(=O)O)N2C(=O)C(NC(=O)c3nn(C)cc3[N+](=O)[O-])C2SC1 (stereo not drawn)
    5, -38, 15, 0.1, 5, 10, 2, .
> CC(C)c1ccc(CNC(=O)C(=O)NCCCn2ccnc2)cc1
    0, 16, -2, 0.0, -28, -2, -1, 11
> COCCNC(=O)Cn1cc(/C=N/NC(=O)c2ccc(Oc3ccc(O)cc3)cc2)c2ccccc21
    0, 3, -2, 0.0, -10, ., 1, -10
> COc1ccc2oc(=O)c(C(=O)NCc3ccccc3)cc2c1
    6, 5, -1, -0.1, ., -1, -3, -14
> CN1CCN(C(=O)C[C@@H]2CC[C@@H]3[C@H](COC[C@H](O)CN3C(=O)C3CCCC3)O2)CC1
    -5, 26, 2, 0.1, 11, -3, -5, 8
> COc1cccc(C#Cc2ccc([C@H]3[C@H](CO)N4C(=O)CN(C(=O)Cc5cccnc5)C[C@@H]34)cc2)c1
    -1, 5, -2, 0.4, -11, ., 4, .
> Cc1ccc(S(=O)(=O)Nc2ccc3c(c2)CC(=O)N([C@@H](C)CO)C[C@@H](C)[C@H](CN(C)Cc2ccc(C(=O)O)cc2)O3)cc1
    12, -5, -2, -0.8, 3, ., 4, .
> CN(Cc1cccc(Cl)c1Cl)c1ccc(S(=O)(=O)N2CCCCC2)cc1[N+](=O)[O-]
    ., 7, ., 0.0, ., 3, ., 5
> CCC(=O)N1CC(=O)N2[C@@H](CO)[C@@H](c3ccc(C#CC4CCCC4)cc3)[C@@H]2C1
    -8, -3, -1, 0.0, -4, ., -1, .
> CCOC(=O)CCC(=O)Nc1ccc(S(=O)(=O)N2CCc3ccccc32)cc1
    0, -7, 0, 0.0, 6, -6, -6, 7
> COc1ccccc1N1C(=O)c2ccc(C(=O)Nc3nccs3)cc2C1=O
    -16, -6, -5, 0.0, 2, ., -7, .
> COCC#Cc1cnc2c(c1)C(=O)N([C@H](C)CO)C[C@@H](C)[C@H](CN(C)C(=O)Nc1cc(F)ccc1F)O2
    5, 12, 2, -0.4, 10, -6, 1, 0
> CCOC(=O)N1CCN(S(=O)(=O)c2ccc(C(=O)NNc3nc4c(C)cccc4s3)cc2)CC1
    -4, 35, 2, 0.2, -4, 3, -3, 7
> CNC[C@H]1OCCCC[C@H](C)Oc2ccc(N(C)C)cc2C(=O)N([C@H](C)CO)C[C@@H]1C
    9, -1, -3, -1.0, 5, 51, -9, 22
> C/C=C/c1cnc2c(c1)C(=O)N([C@@H](C)CO)C[C@H](C)[C@@H](CN(C)C(=O)Nc1ccccc1F)O2
    -4, -3, -1, 0.2, -17, 1, -2, 1
> CCN1CCN(C(=O)c2ccc3c(c2)c(C)c(C)n3Cc2ccccc2)CC1
    -2, 4, 4, 0.0, -7, 0, -5, 3
> CCOc1ccc2[nH]c(=O)c(CN(CCN3CCCC3)C(=S)Nc3ccccc3OC)cc2c1
    2, 5, 0, 0.1, ., ., -1, .
> Nc1n[nH]c(C(F)(F)F)c1-c1ccccc1
    -12, -1, 5, 0.4, 11, 2, -5, 11
> Cc1ccc(S(=O)(=O)N2[C@@H](c3ccc(F)cc3)C(C(=O)O)=C[C@H]2CC2CCCC2)cc1
    -4, 16, 0, 0.1, 4, 1, 1, 13
> COc1cc(CN2CC3(CN(C(=O)c4cccnc4)C3)c3c([nH]c4cc(OC)ccc34)[C@H]2CO)cc(OC)c1
    29, -14, 1, 0.2, -2, ., -3, .
> CN(C)CC(=O)N[C@@H]1CC[C@@H](CC(=O)NCCN2CCCCC2)O[C@H]1CO
    -32, 8, -8, 0.5, 7, 3, 4, 3
> COCC(=O)N(C)[C@H]1C[C@H]2c3cc(-c4ccccc4)ccc3CCN2C(=O)[C@H]1[C@H](C)O
    -1, -16, -1, -0.1, -5, -2, -4, 0
> Cc1cc2nc(C3CCN(C(=S)NCCCOC(C)C)CC3)[nH]c2cc1C
    -2, 14, -4, 0.0, ., ., -1, .
> Cc1cc(Br)c(NC(=O)CN2C(=O)NC3(CCOc4ccccc43)C2=O)c(Br)c1 (stereo not drawn)
    -4, -16, -4, 0.2, -14, -2, -4, 0
> O=C(Nc1ccc(Cl)cc1)Nc1cccc2nsnc12
    -2, -93, 2, 0.0, ., -2, -2, -12
> O=C(C1CCOCC1)N1CC(=O)N2[C@H](C1)[C@H](c1ccc(C#CCc3ccccc3)cc1)[C@@H]2CO
    2, -7, 1, 0.0, -3, ., 0, .
> CCNC(=O)[C@H]1[C@H](CO)[C@H]2Cn3c(ccc(-c4ccccc4)c3=O)[C@H]2N1C(=O)C1CCC1
    22, 8, 2, 0.0, ., 2, -19, -16
> CN(C)S(=O)(=O)c1ccc(C(=O)NCC(C)(C)N2CCOCC2)cc1
    6, 9, 0, 1.0, -2, 1, -2, 4
> COc1ccc(C(=O)N/C(=C\c2cn(S(=O)(=O)N(C)C)c3ccccc23)C(=O)NCCCN2CCOCC2)cc1
    -4, 3, 2, 0.0, 5, ., 0, -8
> CC(C)NC(=O)N(C)C[C@H]1Oc2ccc(NC(=O)CCC(F)(F)F)cc2CC(=O)N([C@H](C)CO)C[C@H]1C
    2, -21, 0, 0.0, 4, -3, -9, -3
> COc1ccc(N2C(=O)C(CC(=O)Nc3ccccc3)N(Cc3ccccn3)C2=S)cc1 (stereo not drawn)
    -2, 15, -3, 0.0, 1, 3, -4, 19
> CCC(C)c1ccc(NC(=S)NCc2cccnc2)cc1 (stereo not drawn)
    ., 6, ., ., 4, -1, ., -16
> COc1cccc(-c2ccc3c(c2)O[C@@H](CN(C)C(=O)C2CCOCC2)[C@H](C)CN([C@H](C)CO)S3(=O)=O)c1
    6&1&8, -18&-4, -1&1&1, 0.2&-0.7, -10&-10&-4, 1&0&1, -2&-1&-7, -1&10&15
> COc1ccccc1COC(=O)CN1C(=O)NC2(CCCCC2C)C1=O (stereo not drawn)
    1, 3, -2, -0.1, 9, 0, 12, 1

# Next part
# Order of values – S100A4 inh HTS, LGR2 antag, ERAP1 inh, XiGFP reactiv, PGC1a acetyl inh, Cneo AK release, SIRT5 inh, C2C12 statin
> CCOc1ccc(N(CC)C(=O)Cc2c(C(=O)O)n(C)c3ccccc23)cc1
    2, 3, 1, 0.0, 7, 6, -1, ?
> CCc1ccc(-c2ccc(SCc3ccccn3)nn2)cc1
    -4, -137, 2, 0.2, 1, 1, -6, -1
> NC(=O)C1CCN(CC(=O)Nc2ccccc2Sc2ccc(Cl)cc2)CC1
    -5, ., -1, 0.0, ., 2, -5, .
> CN1C(=O)c2cc(NC(=O)Nc3ccc(Cl)cc3)ccc2OC[C@H]2O[C@H](CC(=O)NCCN3CCCCC3)CC[C@H]21
    -6, -1, -3, 0.1, 5, -3, -3, -11
> CCOc1ccccc1C(=O)Nc1ccccc1C(N)=O
    -4, 4, 3, ., 9, 0, -1, -18
> CNc1oc(-c2ccccc2Cl)nc1P(=O)(c1ccccc1)c1ccccc1
    0, 6, -2, 0.0, ., ., ., .
